Tau fluor counter – counter-screen for tau fibril formation inhibitors | 280,000 compounds, 0.93% hits | tau K18 P301L Alexa594 fluorescence, heparin fibrillization | AID 1463 | Potency, µM (top dose mostly 57.7 µM), inactives show at the top dose activity change, negative = decrease; note: % is set by controls: 0 for no effect and ±100 for the full control effect; nearly all actives have a fitted effect of over 55% in size
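Human K18 P301L tau (15 uM unlabeled plus 0.24 uM Alexa 594-labeled, final) in 100 mM sodium acetate pH 7 was mixed with compound and 20 uM heparin and incubated 6 hr at 37 C.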
L3MBTL1 block – blocks human L3MBTL1 | Potency, µM (titrated, usually from 57.1 µM), inactives show top-dose activity, negative = inhibition, usual class: inhibitors | AID 485360 | AlphaScreen L3MBTL1–H3K9me1 peptide binding | 230,000 compounds, 0.66% hits; note: % is set by controls: 0 for no effect and ±100 for the full control effect; nearly all actives have a fitted effect of over 60% in size
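First, the protein-peptide complex forms for 30 min at room temperature (L3MBTL1 50 nM, biotinylated H3K9me1 peptide 75 nM). Next, compounds are pin-transferred and incubated 30 min. Finally, AlphaScreen beads are added and read after 30 min.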
Tau ThT inhib – tau fibrillization inhibition (ThT binding) | recombinant tau K18 P301L (four-repeat tau fragment), heparin-induced fibrillization, ThT fluorescence | Potency, µM (doses to about 57.4 µM), for inactives: at the top dose activity, negative = inhibition, hits mostly inhibitors | 270,000 compounds, 2.1% hits | P10636; note: % is set by controls: 0 for no effect and ±100 for the full control effect; nearly all actives have a fitted effect of over 55% in size
Target sequence (P10636 561-689 P618L limits assumed): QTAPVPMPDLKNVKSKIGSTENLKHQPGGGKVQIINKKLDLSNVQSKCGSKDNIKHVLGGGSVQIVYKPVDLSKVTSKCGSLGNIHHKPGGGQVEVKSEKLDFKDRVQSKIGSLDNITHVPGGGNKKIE
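K18 P301L tau (15 uM + 0.24 uM Alexa 594-tagged), heparin 20 uM, NaOAc pH 7, 6 h 37 C; ThT 30 uM, 1 h RT, ex 450/em 510 nm.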
TexasRed fluor – alters Texas Red total fluorescence, flagging assay interference | TRb/SRC2 Texas Red total fluorescence interference | Potency, µM (highest dose often 106 µM), without a hit: top-dose fluorescence change, negative = quenching | 280,000 compounds, 0.29% hits | AID 1479; active = well fitted curve in either direction with a large enough effect; inconclusive = small, poorly fitted or top-dose-only effect; note: % is set by controls: 0 for no effect and ±100 for the full control effect
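Human TRb ligand-binding domain at 0.6 uM with 20 nM Texas Red SRC2 peptide in Tris buffer containing 1 uM T3 and 5% DMSO, incubated with compound 5 h at ambient temperature. Total fluorescence (555/632 nm) calculated as parallel + 2 × perpendicular.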
RECQ1 inh – inhibitors of human RECQ1 DNA helicase. P46063. RECQ1 DNA unwinding, red fluorescence kinetic read. Potency, µM (series often up to 57.3 µM), inactives show at the highest dose activity, negative = inhibition, hits mostly inhibitors. 240,000 compounds, 0.54% hits;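 note: plate controls were vehicle for no effect and no enzyme for full effect; nearly all actives have a fitted effect of over 30% in size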
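RECQ1T1 50 nM; forked duplex (20 bp + 30-nt ss tails) 200 nM, ATP 2 mM final; pH 8.0, 2 mM MgCl2, 2.5 ug/ml poly(dI-dC); 15 min compound preincubation; discontinuous kinetic read over 2 h at RT.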
TRb-SRC2 inh – TRbeta-SRC2 interaction inhibition | P10828 | TRbeta-SRC2 peptide binding, fluorescence polarization; receptor liganded with 1 µM T3 | Potency, µM (highest dose often 106 µM), for the others: at the highest dose activity change, negative = inhibition, actives largely listed as inhibitors | 280,000 compounds, 0.065% hits | AID 1469;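 note: plate controls were bound peptide for no effect and peptide without receptor for full effect; nearly all actives have a fitted effect of over 50% in size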
Target sequence (P10828 whole entry, looked up): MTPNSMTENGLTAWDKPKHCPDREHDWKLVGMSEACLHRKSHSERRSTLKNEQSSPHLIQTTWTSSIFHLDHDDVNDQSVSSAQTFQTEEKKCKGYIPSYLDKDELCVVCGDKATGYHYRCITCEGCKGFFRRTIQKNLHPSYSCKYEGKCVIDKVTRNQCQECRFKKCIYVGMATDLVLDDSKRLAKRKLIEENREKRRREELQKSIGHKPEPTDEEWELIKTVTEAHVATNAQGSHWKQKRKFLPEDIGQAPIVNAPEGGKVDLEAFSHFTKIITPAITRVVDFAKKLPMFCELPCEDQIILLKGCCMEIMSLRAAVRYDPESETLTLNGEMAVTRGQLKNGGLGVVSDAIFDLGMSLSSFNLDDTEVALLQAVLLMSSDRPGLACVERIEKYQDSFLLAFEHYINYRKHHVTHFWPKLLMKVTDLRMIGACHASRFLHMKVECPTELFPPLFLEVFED
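Quantitative HTS by FP: 0.6 uM TRb LBD, 20 nM labeled SRC2 20-mer, 1 uM T3, 5% DMSO; 5 hr ambient incubation; % activity per concentration and potencies from concentration series.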
HTT ATP protect – protects HTT-Q103 PC12 cells, measured by ATP; 230,000 compounds, 0.14% hits; PC12 HTT-Q103 induced, cytoprotection, ATP luminescence, 40 h; Potency, µM (series often up to 56.4 µM), inactives show cytoprotection (ATP increase), usual class: activators; AID 1471;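 note: % of control where 0% means no effect; nearly all actives have a fitted effect of over 45% in size; toxic huntingtin expression switched on by the ecdysone agonist tebufenozide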
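Stable PC12 Q103-GFP cells in serum-supplemented, phenol red-free DMEM; induction by tebufenozide at 100 nM final; compound dose series; cell viability quantified luminescently from ATP.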
Tau fibril FP – tau fibrillization inhibition (FP); P10636; K18 P301L tau heparin fibrillization, Alexa594 FP, 6 h; Potency, µM (series often up to 57.7 µM), inactives show top-dose activity, negative = inhibition, actives largely listed as inhibitors; 280,000 compounds, 0.39% hits; AID 1468; note: % is set by controls: 0 for no effect and ±100 for the full control effect; nearly all actives have a fitted effect of over 55% in size
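Steps: dispense K18 P301L tau (15 uM plus 0.24 uM Alexa 594 tracer, final) in pH 7 sodium acetate; add compound; add heparin (20 uM final); incubate 6 hr, 37 C; add ThT (30 uM final); after 1 hr ambient, read FP.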
Active calls of the source: *; i = inactive; ? = inconclusive; / = not tested or not shown; & = joins results of further samples; [ ] = dose if it differs, or a comment. Unless noted, calls come from the whole dose curve; as a rule, active = well fitted curve in the direction sought with a large enough effect; inconclusive = small, poorly fitted or top-dose-only effect, or another doubt; inactive = no such curve, though single readings can be large; an effect the other way counts as inactive or inconclusive. Potency is the fitted concentration of half-maximal effect.

SMILES	Tau fluor counter	RECQ1 inh	Tau fibril FP	TRb-SRC2 inh	HTT ATP protect	L3MBTL1 block	TexasRed fluor	Tau ThT inhib
CCCn1c(NC(=O)C2COc3ccccc3O2)nc2ccccc21 (centres undefined)	-5%	0%	-9%	-7%	-24%	-7%	0%	-11%
COc1ccccc1NC(=O)c1sc2nc(-c3ccco3)ccc2c1N	?	10%	9%	6%	0%[0.074 µM]	/	-3%	?
CCOc1cc2c(cc1OCC)C(CC(=O)O)N(C(=O)Nc1ccccc1C(F)(F)F)CC2 (centres undefined)	14%	/	7%	5%	/	/	0%	7%
CCNC(=S)NNC(=O)C1CCN(Cc2ccccc2)CC1	1%	-7%	6%	0%	9%[10 µM]	-5%	-1%	-7%
Cc1ccc(CSc2oc(-c3ccco3)nc2S(=O)(=O)c2ccc(Cl)cc2)cc1	-29%	/	-11%	-2%	/	/	0%	-4%
COc1cc(C)ccc1OCCSc1nnc(-c2ccc(C)cc2)o1	-13%	/	-4%	1%	/	/	-51%	?
Cc1cc(C)c(NC(=O)c2cc(S(=O)(=O)N3CCN(c4ccccc4F)CC3)ccc2F)c(C)c1	-14%	/	-2%	-2%	/	/	0%	-3%
Cc1ccc(CN2CCNC(=O)C2CC(=O)O)o1 (centres undefined)	-2%	i	-6%	2%	-12%[10 µM]	6%	-3%	-15%
COC(=O)C1ON2OC(C(=O)OC)C(C(=O)OC)C2C1CC(C)=O (centres undefined)	10%	-8%	-4%	-3%	8%[0.074 µM]	-24%	-2%	4%
N#CC(C#N)=C1C=CC=CN1/C(=C\c1ccco1)C(=O)c1ccc(-c2ccccc2)cc1	-29%	-9%	?	4%	4%[10 µM]	-26%	4%	16µM*
Cc1ccc(S(=O)(=O)N2CCC(C(=O)NNC(=O)c3ccncc3)CC2)cc1	-6%	-6%	-7%	2%[53 µM]	-1%[10 µM]	-2%	0%[53 µM]	-3%
N/N=C1\CCCc2c1[nH]c1ccc([N+](=O)[O-])cc21	-15%	i	-5%	4%	1%[10 µM]	9%	2%	?
CN(Cc1ccccc1)C(=O)COC(=O)c1ccccc1Nc1ccccc1	-21%	-7%	5%	-3%	31%[10 µM]	57%[activator]	-1%	-16%
Cc1ccc(N2CCN(C(=O)CNS(=O)(=O)c3ccc(Br)s3)CC2C)cc1 (centres undefined)	-15%	-5%	14%	2%	-13%	-12%	-2%	-20%
CCOC(=O)C(NC(=O)CC)(Nc1ccc(S(=O)(=O)Nc2cc(C)on2)cc1)C(F)(F)F (centres undefined)	-4%	-1%	-8%	-3%	-18%	0%	-2%	-21%
Cc1ccc(CNC(=O)c2ccc(N3CCCC3)c(NC(=O)Nc3ccc(F)c(Cl)c3)c2)cc1	?	/	?	-2%	/	/	0%	1%
CNC(=O)C12CCC(C)(c3nc4cc(C)c(C)cc4nc31)C2(C)C (centres undefined)	-10%	-11%	1%	6%	-1%[10 µM]	/	0%	-8%
Cc1ccc(C2N(c3ccccc3)C(=S)N3CCCN23)cc1 (centres undefined)	-13%	i	1%	1%	5%	/	0%	8%
CN1c2ccccc2C(C)(C)C12C=Nc1c(ccc3ccccc13)O2 (centres undefined)	?	i	?	?	-12%	?	-24%	32µM*
COc1ccc(NC(=O)N2c3ccc(OC)cc3C(C)=CC2(C)C)cc1	?	-28%	?	-14%	/	-24%	5%	32µM*

Next entries
SMILES	Tau fluor counter	RECQ1 inh	Tau fibril FP	TRb-SRC2 inh	HTT ATP protect	L3MBTL1 block	TexasRed fluor	Tau ThT inhib
COc1ccc(C(=O)/C=C/c2ccc(OC3CSC3)cc2)cc1OC	10%	8%	12%	-5%	7%[10 µM]	-22%	-2%	?
Cc1noc2nc(C(=O)O)nc(N3CCCCC3)c12	-11%	/	-1%	-4%	/	/	-2%	-8%
CCn1c(=O)cc(OCC(=O)NCCCN2CCN(c3cccc(Cl)c3)CC2)c2ccccc21	-21%	-2%	-7%	-1%	9%[10 µM]	/	-4%	-27%
Cn1cccc1/C=C1\SC(=S)N(CC(=O)O)C1=O	0%	1%	-3%	-8%	23%[10 µM]	-9%	-5%	11µM*
Cn1c(=O)cc(OCC(=O)NCCCN2CCN(c3ccccc3F)CC2)c2ccccc21	-6%	-2%	8%	-5%	19%[10 µM]	/	0%	-1%
CN1C2=C(C#N)C(c3ccccc3)(C(F)(F)F)NC(=O)N2c2ccccc21 (centres undefined)	-5%	i	-3%	-2%	-13%	/	1%	0%
COc1cc(SC)ccc1C(=O)Nc1ncc(Cl)cc1Cl	0%	0%	-3%	-8%	-55%[inhibitor]	3%	1%	?
CCOC(=O)c1c(CC(C)C)csc1/N=C/C1C(=O)CCCC1=O	-18%	-3%	-5%	9%	-2%	/	2%	?
O=C(CCCCCN1C(=O)CCC1=O)Nc1ncn[nH]1	2%	-9%	0%	-5%	20%[0.074 µM]	-12%	0%	4%
Fc1ccc(CN2CCCCCCC2)c(F)c1	2%	i	5%	-3%	-6%[10 µM]	-1%	0%	-7%
CN(C)CCn1c(=S)[nH]c2ncccc2c1=O	-5%	-3%	-4%	-6%	-14%	/	1%	-2%
CC(=O)c1cnc(Nc2ccc(C)cc2)s1	-19%	i	0%	-3%	-26%	12%	-4%	-18%
COC(=O)c1ccc(NC(=O)C2CCN(S(=O)(=O)c3ccc4c(c3)CCCN4C(C)=O)CC2)cc1	-15%	/	-6%	0%	/	/	-31%	-5%
O=C(CS(=O)(=O)c1ccccc1)Nc1nc(-c2ccc(F)cc2)cs1	?	-20%	-13%	2%	-48%[inhibitor]	/	0%	-10%
O=C(CN1Cc2ccccc2C1=O)Nc1cc(F)ccc1F	-1%	/	0%	-7%	/	/	?	1%
OCC(O)C(O)C(O)C(O)CO (centres undefined)	-2%	-2%&-2%	-6%	1%&9%&-3%	25%&-26%	/	-2%&-2%&-1%	-1%
Cc1noc2ncnc(N3CCN(c4ccc(F)cc4)CC3)c12	-8%	i	2%	-8%	-23%	30%	-4%	-9%
COc1c(Cl)ccc(Cl)c1C(=O)NC(=S)N1CCOCC1	-1%	i	?	0%	24%	1%	-1%	-2%
CCOC(=O)c1cc(-c2ccc(OC)cc2OC)nn1-c1ccc(C(=O)O)cc1	3%	i	6%	-8%	-72%	8%	-1%	-4%
Cc1occc1C(=O)O/N=C(\N)c1ccccc1	1%	-3%	1%	3%	7%[10 µM]	9%	1%	3%

Full records, looked up by structure.
Cn1cccc1/C=C1\SC(=S)N(CC(=O)O)C1=O as listed: Tau fluor counter: 0%; RECQ1 inh: 1%; Tau fibril FP: -3%; TRb-SRC2 inh: -8%; HTT ATP protect: 23%[10 µM]; L3MBTL1 block: -9%; TexasRed fluor: -5%; Tau ThT inhib: 11µM*
Fc1ccc(CN2CCCCCCC2)c(F)c1 as listed: Tau fluor counter: 2%; RECQ1 inh: i; Tau fibril FP: 5%; TRb-SRC2 inh: -3%; HTT ATP protect: -6%[10 µM]; L3MBTL1 block: -1%; TexasRed fluor: 0%; Tau ThT inhib: -7%

(more compounds)
SMILES	Tau fluor counter	RECQ1 inh	Tau fibril FP	TRb-SRC2 inh	HTT ATP protect	L3MBTL1 block	TexasRed fluor	Tau ThT inhib
Cc1ccc(CNc2ccc(N3C(=O)CC(C)C3=O)cc2[N+](=O)[O-])cc1 (centres undefined)	-16%	-26%	16%	2%	-3%[10 µM]	-13%	0%	?
COc1ccc(N2CCN(c3ncnc4c3cnn4C)CC2)cc1	-21%	/	?	6%	/	/	-2%	?
O=C(COc1ccc(Cl)cc1Cl)Nc1ccccc1NS(=O)(=O)c1cccs1	6%	18%	1%	-9%	-54%	-6%	3%	6%
CCOC(=O)c1ccc(NC(=O)Cc2coc3cc(C)cc(C)c23)cc1	?	/	?	3%	/	/	5%	-1%
CCOc1ccc(NC2c3ccccc3C(=O)N2c2ccc(Cl)cn2)cc1 (centres undefined)	-27%	-4%	-2%	6%	-6%	6%	-4%	-12%
CCOC(=O)N1CCN(C(=O)CN(c2ccc(OCc3ccccc3)cc2)S(C)(=O)=O)CC1	-2%	-12%	7%	4%	-19%	0%	1%	-6%
Cc1ccc(C)c(NC(=O)CSc2n[nH]c(-c3ccncc3)n2)c1	-2%	-10%	4%	-1%	-18%[1.9 µM]	0%	2%	-6%
COc1ccc(CCNC(=O)CN2C(=O)COc3ccc(S(=O)(=O)N4CCCCCC4)cc32)cc1OC	-7%	/	1%	-9%	/	/	-3%	10%
CC1CC(C)CN(C(=O)COc2ccc([N+](=O)[O-])cc2Cl)C1 (centres undefined)	-23%	-7%	4%	-3%	8%	/	-6%	-8%
COC(=O)C1=C(C)NC2=C(C(=O)CCC2)C1c1cn(Cc2ccc(Cl)cc2Cl)nc1-c1ccccc1 (centres undefined)	-27%	i	0%	-2%	-63%[inhibitor]	-1%	2%	-19%
CCC(=O)Nc1ccc(NC(=O)CSc2nnnn2C(C)C)cc1	-6%	-6%	-11%	-16%	-4%[10 µM]	-1%	0%	-9%
COc1ccc(C(=O)Nc2ccc(S(=O)(=O)Nc3nccnc3OC)cc2)cc1	-4%	-7%	-2%	1%	-8%	/	0%	-7%
CCOC(=O)c1cccnc1SCc1cc(=O)n2ccccc2n1	-2%	-1%	?	-3%	-11%	-10%	3%	-15%
CCN(CC)S(=O)(=O)c1ccc2c(c1)N(CC(=O)NCCc1ccc(S(N)(=O)=O)cc1)C(=O)CO2	-21%	i	7%	-1%	-10%	/	-6%	-18%
COc1ccccc1C1=Nc2cccc3cccc(c23)N1	?	i	-1%	-2%	-29%	-26%	0%	11µM*
O=[N+]([O-])c1cc(F)c(N2CCOCC2)cc1N1CCCCC1	-13%	-5%	0%	1%	-10%	-14%	-2%	?
COc1ccc(NC(=O)Cn2c(=O)n(CCCC(=O)NCCc3ccc(C)cc3)c(=O)c3ccccc32)cc1Cl	-25%	/	-4%	11%	/	/	9%	-5%

An excerpt; count on the stated rates, not on these rows.
